RORg inh – inhibitors of mouse ROR gamma transcriptional activity; Potency, µM (doses to about 53.6 µM), without a hit: at the highest dose activity change, negative = inhibition, most hits filed as inhibitors; P51450; Drosophila S2 Gal4-RORgamma UAS-luciferase reporter, 20 h; 310,000 tested, 5.4% active; further: potency means the concentration at half of the fitted maximal effect; on the % scale 0 is the no-effect control and ±100 the full control effect; nearly all actives have a fitted effect of over 60% in size
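ROR gamma transcriptional activity was tracked as Gal4-UAS luciferase output in stably transfected Drosophila Schneider cells, with compound added 1 hr before 700 uM copper sulfate induction and a 20 hr ambient-temperature incubation.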
FLuc counter – counter-screen for miR-21 project: firefly luciferase inhibitors or activators; P08659; purified FLuc, Km substrates, luminescence inhibition; Potency, µM (doses to about 57.5 µM), for inactives: at the top dose activity change, negative = inhibition, hits mostly inhibitors; AID 588342; 360,000 tested, 6.9% active;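 further: potency means the concentration at half of the fitted maximal effect; plate controls were vehicle for no effect and reference inhibitor for full effect; nearly all actives have a fitted effect of over 55% in size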
Target sequence (P08659 whole entry, looked up): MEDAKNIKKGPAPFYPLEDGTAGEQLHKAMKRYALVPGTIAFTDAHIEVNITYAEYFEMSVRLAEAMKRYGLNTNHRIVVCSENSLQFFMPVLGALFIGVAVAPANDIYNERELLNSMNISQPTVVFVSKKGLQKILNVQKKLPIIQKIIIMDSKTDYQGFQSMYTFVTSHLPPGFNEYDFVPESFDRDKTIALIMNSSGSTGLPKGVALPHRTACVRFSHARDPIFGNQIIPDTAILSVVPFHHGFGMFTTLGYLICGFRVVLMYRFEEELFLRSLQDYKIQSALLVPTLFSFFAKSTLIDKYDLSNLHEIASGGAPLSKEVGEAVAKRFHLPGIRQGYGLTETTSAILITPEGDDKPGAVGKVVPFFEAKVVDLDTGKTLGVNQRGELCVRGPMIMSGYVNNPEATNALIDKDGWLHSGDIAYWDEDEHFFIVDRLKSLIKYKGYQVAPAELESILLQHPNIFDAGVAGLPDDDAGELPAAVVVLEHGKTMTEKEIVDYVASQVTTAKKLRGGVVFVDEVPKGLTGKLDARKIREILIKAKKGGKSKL
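Biochemical qHTS of compounds, final roughly 60 µM downward over six points, against 10 nM purified firefly luciferase using Km concentrations of substrates (10 uM D-luciferin, 10 uM ATP) in Tris acetate pH 7.5 buffer; luminescence output.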
Gal4-VP16 FLuc – Gal4-VP16 reporter inhibition counter-screen; Potency, µM (titrated, usually from 53.6 µM), for inactives: at the highest dose activity, negative = inhibition, most hits filed as inhibitors; 310,000 tested, 3.5% active; Drosophila S2 Gal4-VP16 UAS-luciferase, luminescence, 20 h; AID 2546;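 further: Gal4-VP16 expression switched on by copper sulfate through the metallothionein promoter; potency means the concentration at half of the fitted maximal effect; on the % scale 0 is the no-effect control and ±100 the full control effect; nearly all actives have a fitted effect of over 50% in size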
PKM2 activator – PKM2 (human) enzyme activation; P14618; purified PKM2, Kinase-Glo ATP luminescence, activation; response scale: 0% is enzyme alone, no compound; Potency, µM (series often up to 57.5 µM), for inactives: at the top dose activation, most hits filed as activators; 260,000 tested, 0.34% active; further: potency means the concentration at half of the fitted maximal effect; on the % scale 0 is the no-effect control and ±100 the full control effect; nearly all actives have a fitted effect of over 55% in size
Target sequence (P14618 whole entry, looked up): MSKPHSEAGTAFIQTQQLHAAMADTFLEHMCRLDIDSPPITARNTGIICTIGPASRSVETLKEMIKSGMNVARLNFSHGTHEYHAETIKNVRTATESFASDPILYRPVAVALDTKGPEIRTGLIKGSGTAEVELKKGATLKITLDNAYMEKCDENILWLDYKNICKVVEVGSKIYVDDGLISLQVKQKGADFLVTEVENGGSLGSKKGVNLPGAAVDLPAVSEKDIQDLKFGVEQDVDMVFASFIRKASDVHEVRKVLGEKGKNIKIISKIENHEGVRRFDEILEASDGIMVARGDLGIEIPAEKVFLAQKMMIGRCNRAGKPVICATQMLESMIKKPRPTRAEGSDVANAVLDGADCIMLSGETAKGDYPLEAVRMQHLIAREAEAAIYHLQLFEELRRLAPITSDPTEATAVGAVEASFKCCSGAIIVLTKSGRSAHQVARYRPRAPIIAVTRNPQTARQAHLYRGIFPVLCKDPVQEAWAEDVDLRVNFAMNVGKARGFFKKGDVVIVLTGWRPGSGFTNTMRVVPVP
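ATP formation by purified human PK-M2, quantified via coupled luciferase luminescence after 1 h at room temperature with 0.1 mM ADP and 0.5 mM PEP final.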
BRCA1 expr act – activators of BRCA1 expression; Potency, µM (highest dose often 46.1 µM), for inactives: top-dose activation, hits mostly activators; 380,000 tested, 1.1% active; MCF7-BRCA1-FFLuc reporter, luminescence, 48 h; response scale: scaled: vehicle 0%, 10 µM genistein 100%; further: potency means the concentration at half of the fitted maximal effect; nearly all actives have a fitted effect of over 80% in size; some results filed as inactive show a strong effect at the top dose
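First, MCF7-BRCA1-FFLuc cells (2000/well) attach for 2 h; next, compounds are pin-added and incubated 48 h at 37 °C; finally, luciferase reagent is added and luminescence read after 15 min.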
Menin-MLL TR inh – displaces Texas Red mutant MLL peptide from human menin. O00255. Menin + Texas Red MLL mutant peptide, fluorescence polarization. Potency, µM (titrated, usually from 61.6 µM), without a hit: at the top dose FP activity change, negative = inhibition, actives largely listed as inhibitors. 270,000 tested, 0.23% active; active means well fitted inhibition curve with a large enough effect in the polarisation, with a control signal flat, not every such curve was filed as active; inconclusive means small, poorly fitted or top-dose-only effect, or effect the other way, or a change in a side signal; inactive means no such curve, though single readings can be large or run the other way; the % refers to the polarisation; further: potency means the concentration at half of the fitted maximal effect; % of control where 0% means no effect; many of its hits are not listed in these tables
Giardia kill – kills Giardia lamblia; activity change, % at 7.66 µM, hits read low; Giardia lamblia trophozoite viability; AID 540267; 340,000 tested, 0.15% active; in the data active means activity change below about -80%; inconclusive means between about -30% and that limit;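 further: parasites exposed to compound for two days anaerobically before the ATP read; on the % scale 0 is the no-effect control and ±100 the full control effect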
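Giardia trophozoites, 100 cells per well, were exposed to compounds for 48 hrs at 37 deg C under anaerobic conditions; viability was then read as ATP content by bioluminescence after 15-30 min at room temperature.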
Rab9 promoter act – Rab9 promoter activation; Huh7 Rab9 promoter-luciferase reporter, luminescence, 24 h; Potency, µM (titrated, usually from 9.22 µM), inactives show top-dose activation, negative = inhibition, most hits filed as activators; 320,000 tested, 2.8% active; AID 485297; further: potency means the concentration at half of the fitted maximal effect; % of control where 0% means no effect; nearly all actives have a fitted effect of over 60% in size
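Huh7 cells stably carrying Rab9 promoter–luciferase reporter, plated 1500 cells/well, compound added after 2 h and incubated 24 h at 37 °C; luciferase luminescence then read after 10 min with detection reagent.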
NPC1 promoter act – activates the NPC1 promoter | Huh7 NPC1 promoter luciferase reporter, 24 h | Potency, µM (titrated, usually from 9.22 µM), for inactives: at the highest dose activation, most hits filed as activators | 320,000 tested, 2.4% active | AID 485313;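 further: potency means the concentration at half of the fitted maximal effect; % of control where 0% means no effect; nearly all actives have a fitted effect of over 60% in size; reporter is driven by a mutant NPC1 promoter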
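Stable NPC1-promoter luciferase Huh7 line; cpd (DMSO) 24 h, 37 °C, 5% CO2; Amplite luciferase reagent 10 min RT; luminescence readout. qHTS format.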
ELG1 genotoxic – induces genotoxicity in HEK293T cells with luciferase-tagged ELG1 | HEK293T ELG1-luciferase reporter, luminescence, 16 h | Potency, µM (highest dose often 46 µM), for inactives: top-dose activity change, positive = activation, most hits filed as activators | 330,000 tested, 1.3% active | AID 504466; further: potency means the concentration at half of the fitted maximal effect; % of control where 0% means no effect; nearly all actives have a fitted effect of over 60% in size
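Quantitative HTS format in 1536-well plates. HEK293T ELG1-luciferase reporter cells receive test compound and are incubated 16 hr at 37 °C, 5% CO2; ONE-Glo added, 30 min room temperature, then luminescence read.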
p53 reactivation – re-activators of mutant p53 | H1299 p53-A138V BP100-luciferase reporter, luminescence, 24 h | Potency, µM (doses to about 92.2 µM), inactives show at the top dose activity change, positive = activation, usual class: activators | 320,000 tested, 0.063% active; further: potency means the concentration at half of the fitted maximal effect; % of control where 0% means no effect; nearly all actives have a fitted effect of over 45% in size
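p53-null H1299 cells stably carrying temperature-sensitive p53-A138V and a BP100-luciferase reporter were pinned with compounds (4-point, 1:5 series) and held 24 hrs at 37 deg C. Luminescence was read 10 min after detection reagent.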
An asterisk follows results filed as active; ? = inconclusive; . = no result given; [ ] = remark or other dose. Unless noted, the call rests on the fitted dose curve; in most records, active means well fitted curve in the direction sought with a large enough effect; inconclusive means small, poorly fitted or top-dose-only effect, or another doubt; inactive means no such curve, though single readings can be large; an effect the other way counts as inactive or inconclusive. An excerpt. The share of hits here may be higher or lower than overall.

The opening 2 compounds as a preview:
SMILES	RORg inh	FLuc counter	Gal4-VP16 FLuc	PKM2 activator	BRCA1 expr act	Menin-MLL TR inh	Giardia kill	Rab9 promoter act	NPC1 promoter act	ELG1 genotoxic	p53 reactivation
COc1cc(C(=O)N(Cc2cccnc2)Cc2cc3cc4c(cc3[nH]c2=O)OCCO4)cc(OC)c1OC	3%	-14%	-10%	-3%	-50%	18µM*	12	10%	-1%	-3%	-7%
Cc1ccc(C2C=C(c3ccccc3OC(F)F)Nc3ncnn32)cc1 (centres undefined)	-29%	5%	-4%	-11%	-35%	-15%	-11	-2%	-1%	-12%	-9%

Results, from the first entry:
SMILES	RORg inh	FLuc counter	Gal4-VP16 FLuc	PKM2 activator	BRCA1 expr act	Menin-MLL TR inh	Giardia kill	Rab9 promoter act	NPC1 promoter act	ELG1 genotoxic	p53 reactivation
COc1cc(C(=O)N(Cc2cccnc2)Cc2cc3cc4c(cc3[nH]c2=O)OCCO4)cc(OC)c1OC	3%	-14%	-10%	-3%	-50%	18µM*	12	10%	-1%	-3%	-7%
Cc1ccc(C2C=C(c3ccccc3OC(F)F)Nc3ncnn32)cc1 (centres undefined)	-29%	5%	-4%	-11%	-35%	-15%	-11	-2%	-1%	-12%	-9%
CS(=O)(=O)N(CC(=O)N1CCCC1)c1ccccc1F	5%	-1%	-9%	5%	-22%	12%	15	-1%	0%	-1%	.
COc1cc(OC)c(C(=O)Nc2cccc(C(C)=O)c2)cc1OC	16%	13µM*	1%	-3%	85%	-8%	11	?	18%	?	9%
O=C1N=c2ccccc2=C1c1c(O)[nH]c2c(C(F)(F)F)cccc12	-21%[1.91 µM]	2%	?	2%	-28%	28%	2	9%	7%	-1%	.
CC(=O)OCC1OC(n2ncc(=O)n(Cc3ccccc3)c2=O)C(OC(C)=O)C1OC(C)=O (centres undefined)	3%	3%	-3%	5%	1%	4%	0	-5%	2%	0%	-1%
CSc1ccc(/C=N/Nc2ccc(Cl)c(C(=O)O)c2)cc1	?	0.54µM*	?	14%	-12%	?	-13	?	0.1µM*	?	-10%
CCn1c(C)c(C)c2cc(C(=O)NCCCN3CCOCC3)ccc21	-24%	1%	4%	.	-23%	.	39[activator]	-9%	3%	10%	-4%
Cc1c(C(=O)NN2CCN(C)CC2)cccc1[N+](=O)[O-]	-16%	0%	-1%	2%	15%	.	-6	7%	0%	0%	3%
CN(Cc1ccccc1)C(=S)NC(=O)c1ccc(-c2ccccc2)cc1	0.28µM*	2%	0.089µM*	10%	5%	?	-22	-6%	-3%	6%	-2%
CN(C(=O)c1cc([N+](=O)[O-])ccc1N1CCCC1)C1CCCCC1	-11%	-2%	-12%	0%	-3%	.	34[activator]	.	-1%	-6%	-45%[inhibitor]
CN(C)c1ccc(NC(=O)CN2CCN(S(=O)(=O)c3cc(Cl)ccc3Cl)CC2)cc1	22%	-8%	-11%	-4%	-23%	-19%	5	-2%	1%	0%	-10%
CC(=O)c1c(C)[nH]c(C(=O)NCCc2c[nH]c3ccccc23)c1C	-2%	-12%	-14%	.	49%	-22%	12	?	?	?	8%
O=C(CCn1nc(-c2ccc(Cl)cc2)ccc1=O)NCc1ccccn1	-7%	0%	-6%	1%	-18%	11%	-6	-3%	0%	1%	-2%
CCOC(=O)c1[nH]c(C)c(C(=O)N2CCN(c3ccc(F)cc3)CC2)c1C	-16%	6%	4%	6%	-46%	-6%	2	-3%	1%	-4%	-30%
O=C(O)CN1C(=O)NC2(CCc3ccccc32)C1=O (centres undefined)	-24%	3%	2%	.	20%	-28%	-13	11%	2%	0%	2%
O=C(NCc1ccccc1CN1CCCC1)C1CCN(S(=O)(=O)c2ccc(F)c(F)c2)CC1	.	1%	.	.	-15%	.	-14	-3%	-3%	0%	-7%
CN(C(=O)n1cnc2ccccc21)c1ccccc1	-19%	-1%	-5%	-4%	-13%	3%	9	-5%	-3%	0%	-1%
CCc1ccc(OCC(=O)Nc2nnc(-c3ccco3)s2)cc1	1%	-4%	-3%	-1%	6%	8%	-22	0%	-2%	3%	12%
CCC/S(C)=N/S(=O)(=O)c1ccc(C)cc1 (centres undefined)	-1%	12%	-3%	8%	4%	4%	-4	-7%	0%	1%	-1%
COc1cccc(/C=N/NC(=O)C(C)n2nnc3ccccc32)c1 (centres undefined)	-15%	-8%	-3%	-2%	17%	6%	2	-3%	-1%	5%	-9%
O=C(COc1ccccc1)N1CCN(c2ccc([N+](=O)[O-])c(N3CCCCC3)c2)CC1	13%	-2%	-7%	-1%	-37%	-20%	-1	6%	-1%	-4%	1%
COc1cc(OC)c2cc[nH]c2c1	2%	3%	-2%	-5%	-4%	-1%	0	-5%	1%	1%	1%
Cc1cnc(C)c(N2CCN(Cc3nc(-c4cccc(F)c4F)oc3C)CC2)n1	4%	4%	6%	0%	-17%	-14%	7	-4%	-4%	-6%	-1%
CCOc1ccc(N(CC(=O)NCCSCc2ccc(C)cc2)S(C)(=O)=O)cc1	23%	-7%	8%	-6%[11.5 µM]	-18%	-5%	-8	-2%	-1%	0%	?
COc1cccc2c(C)cc(N3CCCCCC3)nc12	-10%	-2%	-7%	-6%[11.5 µM]	-22%	6%	13	0%	-5%	-13%	.
CC(Sc1nnc2ccccn12)C(=O)Nc1ncc(Cl)cc1Cl (centres undefined)	-1%	-8%	-10%	-6%	80%	6%	16	19%	19%	7%	?
CC(=O)c1cccc(NC(=O)c2ccc(Br)o2)c1	11%[10 µM]	?	1%	14%	50%	-5%	-25	27%	24%	16%	7%
Cc1c(C)n(Cc2ccccc2)c2ncnc(NCCCO)c12	10%	4%	6%	.	-2%	20%	4	-4%	-2%	1%	2%
O=S(=O)(c1ccccc1)c1nc(-c2cccs2)oc1NCC1CCCO1 (centres undefined)	33%	5%	9%	-20%	-12%	0%	-15	-1%	-3%	0%	-8%
COc1ccccc1NC(=S)NC1CC2CCC1C2 (centres undefined)	2.2µM*	-27%	16µM*	2%	24%	.	22	-4%	-1%	1%	2%
Cc1cccc(-c2nc3ccccc3c(=O)n2NC(=S)N(C)C)c1	-4%	-14%	-6%	-2%	-20%	1%	-8	0%	0%	3%	3%
CCN(CC)S(=O)(=O)c1ccc(S(=O)(=O)N2CCCC2)cc1	4%	-3%	-6%	-19%	9%	34%[activator]	-7	0%	-8%	-2%	-3%
COc1cc(NC(=O)c2cc3c(CO)cnc(C)c3oc2=Nc2cccc(C(N)=O)c2)cc(OC)c1	1%	-3%	-1%	.	-13%	0%	3	2%	1%	-3%	2%
Cc1noc(C)c1C(=O)NCCc1ccc(Cl)cc1	4%[0.365 µM]	4%	.	3%	3%	19%	3	-6%	-1%	5%	-6%
O=C(c1cccc([N+](=O)[O-])c1)N1CCN(Cc2ccc3c(c2)OCO3)CC1	-1%	0%	0%	-14%	12%	21%	-20	-4%	0%	-6%	-3%
C/C=C/C(=O)OCc1csc(CC(=O)Nc2ccccc2C)n1	-17%	1%	2%	-1%	-9%	.	10	-3%	0%	-8%	2%
CCOC(=O)c1csc(NC(=O)c2ccc(C#N)cc2)n1	-15%	1%	-1%	-2%	0%	4%	-6	-10%	2%	-5%	-4%
COc1ccc(/C=C(\C#N)C(=O)OCC(=O)NCc2ccco2)cc1	-9%	-3%	4%	0%	-3%	.	-8	2%	-2%	-1%	-5%
Cc1cccc(CCNC(=O)CC2C(=O)NCCN2Cc2ccccc2C)n1 (centres undefined)	13%	2%	-8%	-2%	2%	.	5	.	-2%	12%	-8%

Quoted from the listing.
Result of COc1ccc(/C=C(\C#N)C(=O)OCC(=O)NCc2ccco2)cc1 in FLuc counter: -3%
Result of Cc1c(C)n(Cc2ccccc2)c2ncnc(NCCCO)c12 in Rab9 promoter act: -4%
Result of CCOc1ccc(N(CC(=O)NCCSCc2ccc(C)cc2)S(C)(=O)=O)cc1 in PKM2 activator: -6%[11.5 µM]
Result of COc1ccccc1NC(=S)NC1CC2CCC1C2 (centres undefined) in BRCA1 expr act: 24%
Result of Cc1cccc(CCNC(=O)CC2C(=O)NCCN2Cc2ccccc2C)n1 (centres undefined) in FLuc counter: 2%
Result of COc1cccc(/C=N/NC(=O)C(C)n2nnc3ccccc32)c1 (centres undefined) in FLuc counter: -8%

From PubChem
